Bioassay records (PubChem)
Hsp90 block = displaces geldanamycin probe from tumor Hsp90; P07900; NCI-N417 lysate Hsp90, Cy3B-geldanamycin FP displacement; inhibition, % at 30 µM; 0.35% of 64,000 active; AID 429;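 active means inhibition above 50%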;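 further: 0% = tracer plus lysate wells and 100% = tracer alone without lysate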
Cathepsin G inh = cathepsin G (human) inhibition | P08311 | purified enzyme, AMC-tetrapeptide fluorescence, pooled mixtures | inhibition, % at 5 µM (by protocol) | 0.2% of 62,000 active | AID 581;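 active means inhibition above 20% in each of the two mixture wells holding the compound; inactive means inhibition of 20% or less in either well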;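 further: 0% = enzyme control without mixture and 100% = blank lacking enzyme; strong numbers were not always called active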
5HT1a ag = agonists of human 5-HT1a serotonin receptor; P08908; CHO 5-HT1a Ga15 NFAT-bla reporter, FRET ratio; 0% basal, 100% maximal reference agonist; activation, % at 10 µM; 0.56% of 65,000 active; AID 567;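 active means activation above the screen-wide mean activation plus 3 SD, cut at about 19% in these data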;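 further: 0% = DMSO wells and 100% = 5-CT at EC100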
Target sequence (P08908 whole entry, looked up): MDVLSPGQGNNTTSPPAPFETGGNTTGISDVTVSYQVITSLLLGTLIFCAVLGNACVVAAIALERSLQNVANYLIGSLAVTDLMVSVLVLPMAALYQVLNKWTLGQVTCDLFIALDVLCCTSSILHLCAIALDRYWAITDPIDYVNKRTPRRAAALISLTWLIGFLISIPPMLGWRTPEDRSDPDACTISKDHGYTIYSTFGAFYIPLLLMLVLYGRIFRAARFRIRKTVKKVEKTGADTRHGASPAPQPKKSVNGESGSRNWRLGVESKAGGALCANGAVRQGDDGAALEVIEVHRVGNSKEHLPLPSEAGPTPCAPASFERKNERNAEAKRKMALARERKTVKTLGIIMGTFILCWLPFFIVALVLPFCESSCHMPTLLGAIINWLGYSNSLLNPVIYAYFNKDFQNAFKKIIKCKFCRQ
FXIa inh mix = factor XIa (human) inhibition, mixture screen; purified FXIa, fluorogenic substrate, pooled mixtures; inhibition, % at 5 µM; 0.19% of 62,000 active; AID 680;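 further: each value is inhibition by a whole ten-compound pool holding the compound; 0% = enzyme with no mixture and 100% = wells lacking enzyme; strong numbers were not always called active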
Target sequence (P03951 19-387 limits assumed): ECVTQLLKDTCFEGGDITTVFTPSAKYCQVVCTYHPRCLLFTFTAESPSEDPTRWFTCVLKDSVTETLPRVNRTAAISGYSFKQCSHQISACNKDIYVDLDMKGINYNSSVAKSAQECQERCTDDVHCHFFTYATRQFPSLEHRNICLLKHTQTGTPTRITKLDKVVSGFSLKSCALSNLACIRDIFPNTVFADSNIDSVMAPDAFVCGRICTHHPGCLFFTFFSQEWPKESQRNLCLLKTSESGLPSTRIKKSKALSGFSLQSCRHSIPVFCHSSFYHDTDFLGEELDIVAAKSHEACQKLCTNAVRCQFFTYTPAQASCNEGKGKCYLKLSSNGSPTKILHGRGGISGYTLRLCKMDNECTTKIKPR
Target sequence (P03951 388-625 limits assumed): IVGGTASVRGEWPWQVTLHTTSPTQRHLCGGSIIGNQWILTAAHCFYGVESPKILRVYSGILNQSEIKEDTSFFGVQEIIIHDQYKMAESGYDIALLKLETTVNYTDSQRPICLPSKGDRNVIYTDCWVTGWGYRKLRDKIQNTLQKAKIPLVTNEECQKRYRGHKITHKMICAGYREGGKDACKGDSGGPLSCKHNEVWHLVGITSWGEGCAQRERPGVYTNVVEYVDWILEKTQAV
FXIIa inh mix = factor XIIa (human) inhibition, mixture screen. 0.2% of 62,000 active. inhibition, % at 5 µM. purified FXIIa, fluorogenic substrate, pooled mixtures;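 further: 0% = enzyme without compound and 100% = no enzyme blank; some results filed as inactive read as strong as hits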
C1s block = blocks human complement C1s protease activity; purified C1s, fluorogenic AMC substrate, pooled mixtures; 0.16% of 62,000 active; P09871; AID 538; mean inhibition % of two 10-compound mixtures (active compounds read high), % at 5 µM (by protocol);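 active means inhibition above 20% in each of the two 10-compound mixture wells holding the compound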;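 further: 0% = enzyme wells lacking compound mixture and 100% = no-enzyme blank wells; some compounds called inactive have numbers as strong as hits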
MKP-1 inh = blocks human MKP-1 phosphatase activity; P28562; recombinant MKP-1, OMFP hydrolysis fluorescence; inhibition, %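 (compounds tested at a single concentration somewhere between 10 and 100 µM)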; 0.15% of 65,000 active;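 active means inhibition above about 50%, limit read from the data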;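 further: 0% = DMSO max control wells and 100% = wells with enzyme stopped by NaOH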
CatL block = blocks human cathepsin L protease activity | purified cathepsin L, fluorogenic substrate, fluorescence | AID 460 | 0.17% of 58,000 active | inhibition, %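 (tested at 10 µM)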; in the data active means inhibition above about 45%;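 further: 0% = enzyme with no compound and 100% = no enzyme blank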
Cdc25B inh = inhibitors of human Cdc25B phosphatase; recombinant Cdc25B, OMFP fluorescence Ex485/Em525; inhibition, %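 (compounds tested at 10 µM final in the well)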; 0.1% of 65,000 active; in the data active means inhibition above about 50%
An asterisk follows results filed as active; . = no result given. Unless noted, no stated cut-off is given here; in the data, active means inhibition above about 20% (passing the limit was not always enough); inactive means the rest.

SMILES	Hsp90 block	Cathepsin G inh	5HT1a ag	FXIa inh mix	FXIIa inh mix	C1s block	MKP-1 inh	CatL block	Cdc25B inh
CCn1ncc(NC(=O)Nc2cccc(C(F)(F)F)c2)c1C(N)=O	-1.1	-6.0	-0.5	2.2	-10.7	-20.7	-0.7	6.1	-7.8
O=C1c2ccccc2C(=O)C1c1ccc2ccccc2n1	-6.5	.	-1.1	.	.	.	-7.3	6.8	8.6
O=C(CCCCCn1c(=O)[nH]c2ccsc2c1=O)N1CCCCC1	-2.4	6.9	-0.1	1.4	5.4	-5.1	1.7	1.4	-16.9
CCC(c1nnnn1Cc1ccc(F)cc1)N1CCN(C2CCCCC2)CC1 (configuration not stated)	-0.1	13.2	-2.4	8.3	17.8	18.4	-2.6	-11.5	-17.2
c1cn2cc(CSC3CCCCC3)nc2s1	-1.6	3.4	-4.0	3.0	6.3	0.0	-2.7	-1.3	-4.6
COc1ccc(-c2nc(Cn3c(SCc4cccc(F)c4)nc4ccncc43)c(C)o2)cc1OC	-5.0	0.4	2.1	-11.6	2.2	-80.4	9.4	11.1	-8.6
Cc1ccc(-c2nc(C#N)c(NCc3ccco3)o2)cc1	0.2	-1.1	-1.0	6.9	7.1	1.5	4.1	-15.4	-0.2
CN(C=O)CP(=O)(O)CCN1CCCC1=O	-1.9	17.5	-1.1	8.2	3.8	16.2	-9.8	1.9	-5.1
COc1ccc(NC(=O)CCc2ccccc2)cc1NC(=O)c1ccco1	-0.7	1.1	-2.9	16.7	-1.1	-23.8	1.1	-0.9	-12.3
COc1ccc(CCNC(=O)COC(=O)c2ccco2)cc1OC	-1.9	-2.8	-0.5	1.5	-19.4	-8.8	-17.4	5.4	-20.7
O=C(COc1c(F)c(F)cc(F)c1F)NC(=O)NC1CCCC1	-1.9	8.4	0.7	1.6	7.6	11.5	20.9	-2.4	-1.7
COc1ccccc1N=c1scc(-c2ccc3c(c2)NC(=O)CO3)n1CC1CCCO1 (configuration not stated)	-1.3	11.1	0.6	2.7	5.7	13.0	37.9	-7.3	-10.7
CC(C)Cn1c(-c2ccc(F)cc2)n[nH]c1=S	-3.7	-0.3	-3.0	15.9	-2.8	-2.8	-7.5	0.2	-5.7
O=S(=O)(NCC1CCCO1)c1ccc(Oc2ccccc2)cc1 (configuration not stated)	-6.3	8.9	-4.3	11.9	13.1	10.6	11.6	-1.9	-18.1
COc1ccc(Br)cc1CN1CCCC(C(=O)N2CCCCCC2)C1 (configuration not stated)	3.5	-0.8	-1.2	-1.1	5.0	-23.4	-3.6	9.3	-15.0
COc1c(Br)cc2c(C)c(C(=O)O)oc2c1Br	0.3	3.5	0.5	-5.3	9.2	-33.1	3.0	-1.5	10.1
c1ccc2c(c1)oc1c(Nc3ccc4c(c3)OCO4)ncnc12	16.4	-11.3	-0.3	1.4	2.7	-29.5	28.0	26.8	6.3
C=CCn1c(SCC(N)=O)nnc1-c1cccc(Br)c1	-1.7	-5.1	-2.0	2.3	0.5	-15.5	-12.0	1.6	-3.9
O=C1CCCc2c1cc(C(=O)NCc1ccco1)c(=O)n2-c1ccccc1	-0.8	8.0	1.8	5.8	2.2	3.0	-1.1	8.3	-2.3
COC(=O)c1ccccc1NC(=O)c1noc2c1CC(C(C)(C)C)CC2 (configuration not stated)	-2.8	-8.1	-1.9	-12.9	0.6	-21.6	14.1	-2.8	-4.6
C=CCN1C(=O)CC(C(=O)NC)SC1=Nc1ccc(C(=O)OCC)cc1 (configuration not stated)	-4.9	10.5	1.3	7.5	7.0	11.3	-14.0	7.2	6.4
CCOC(=O)c1c(C)n(O)c2ccc(Cl)cc2c1=O	1.0	5.6	-0.4	8.3	16.7	11.8	-1.3	.	-0.6
c1nc(NCCN2CCOCC2)c2c3c(sc2n1)CCCCC3	-4.3	-0.2	0.6	4.1	3.4	-19.9	-5.2	6.7	2.1
COc1ccccc1N1CCN(C2CCN(C(=O)c3cccs3)CC2)CC1	1.1	.	-1.7	.	.	.	-10.0	-8.4	-1.1
CCCn1c(N2CCN(CC(=O)c3c(C)n(C)c4ccccc34)CC2)nc2c1c(=O)[nH]c(=O)n2C	-2.3	2.5	1.0	6.0	7.7	0.0	33.9	7.8	2.7
C=CCn1c(SCc2ccccc2C#N)nnc1-c1cc(Br)ccc1O	-5.8	-1.8	-0.5	6.7	1.6	-1.5	15.0	4.5	-10.0
COc1ccc(N2C(=O)C3CCCN3C2c2cccc(C)c2)cc1Cl (configuration not stated)	-3.4	2.9	3.9	3.3	22.6*	-27.0	12.4	6.5	25.1
O=C(CSc1nnnn1-c1ccccc1)N1CCc2ccccc2C1	-6.3	2.1	-0.6	-8.6	-18.6	-23.7	-2.6	6.5	3.1
CCOc1ccc(-c2noc(COC)n2)cc1OC	-18.1	-0.3	-1.7	8.4	10.5	-1.6	21.2	-2.2	2.9
Cn1cnnc1SCC(=O)Nc1ccccc1C(=O)NC1CCCC1	-5.0	10.1	-3.3	10.1	-23.0	10.4	28.2	12.0	-5.0
Cc1ccc(S(=O)(=O)N(CC(=O)N2CCC(C(N)=O)CC2)Cc2ccc(F)cc2)cc1	-2.9	5.8	0.6	-0.1	-1.6	-16.6	-1.8	14.7	2.3
CCn1c(SCC(=O)Nc2ccc(C(C)=O)cc2)nc2ccccc21	4.5	11.4	-3.7	-1.2	3.4	-1.3	-3.1	0.8	-13.6
Cc1cccc(-c2c3c(=O)n(C)c(=O)n(C)c3cn2CC2CCCO2)c1 (configuration not stated)	-5.2	-28.3	-1.8	-32.3	7.1	-66.6	12.8	-9.7	-9.9
O=C(OCC1CC(c2ccccn2)=NO1)c1ccc(Br)cc1 (configuration not stated)	-1.1	3.7	-1.6	-2.4	7.0	-20.7	2.9	18.9	-0.6
CCOC(=O)C1(C)NC(c2ccc(N(C)C)cc2)C2C(=O)N(c3ccc(OC)cc3)C(=O)C21 (configuration not stated)	-1.0	-2.4	1.2	2.3	4.9	-0.7	-11.0	-10.0	-0.3
CCOC(=O)Cn1c(-c2ccccn2)nc2ccccc21	-0.5	-8.5	-0.6	0.2	4.3	-27.4	4.8	7.5	-12.5
COc1ccc(-c2csc(NC(=O)c3cc(C)on3)c2C#N)cc1OC	-9.5	7.0	0.9	-5.4	-4.1	-12.1	11.3	-12.8	11.0
O=C(Nc1ccccc1)NC1(C(=O)N2CCN(C(=O)c3ccco3)CC2)CCCCC1	0.4	-0.8	-2.1	8.7	13.7	6.5	8.6	-2.4	1.8
Cc1ccc(S(=O)(=O)C2(C(=O)Nc3nccs3)CC2)cc1	-3.8	10.5	1.2	5.4	-5.3	7.8	0.4	13.5	-9.4
CS(=O)(=O)N1CCC(C(=O)Nc2ccccc2F)CC1	2.3	4.9	-0.3	19.2	6.1	0.0	25.9	16.2	2.3
Cc1cccc(CN(C)CCc2ccccn2)c1	-3.0	6.7	-2.0	12.7	3.9	8.1	0.7	-3.7	-10.5
O=C1c2ccccc2C2(c3ccccc3)NCCN12 (configuration not stated)	-4.5	-5.9	0.6	-4.0	2.7	-67.5	2.2	14.5	1.0
c1cncc(Nc2nc(-c3ccncc3)cs2)c1	-2.4	-2.3	-1.5	6.0	-12.7	-7.0	-7.5	-7.9	1.9
Cc1ccccc1NS(=O)(=O)c1ccc2[nH]cc(C(=O)N(C)Cc3ccco3)c(=O)c2c1	-4.3	8.3	-3.7	5.2	7.4	8.4	5.6	-1.1	-5.0
O=C(NCc1ccccn1)c1ccc2nc(-c3ccco3)c(-c3ccco3)nc2c1	-3.6	1.5	-2.0	8.2	12.2	3.3	35.9	1.7	11.7
O=C(O)C1CC(=O)N(Cc2cccs2)C1 (configuration not stated)	2.0	.	1.2	.	.	.	-13.3	0.4	17.1
CC1(C)CC(C#N)(N2CCOCC2)CCO1 (configuration not stated)	-2.3	-0.7	0.7	4.5	2.3	-35.2	1.7	.	-14.7
CCc1cc2c(CN3CCN(CC)CC3)cc(=O)oc2cc1O	17.2	-30.8	6.5	-27.7	12.3	-124.3	-38.3	-64.2	-6.2
O=C(c1ccc2nc(N3CCOCC3)sc2c1)N1CCN(C(=O)c2ccco2)CC1	-2.9	-0.4	0.7	5.1	0.3	1.1	14.9	0.1	-13.9
CC1(C)CC(NC(=O)C23CCC(C)(/C(=N/O)C2)C3(C)C)CC(C)(C)N1 (configuration not stated)	1.1	.	-3.8	.	.	.	-24.8	.	10.2
CCOC(=O)N1CCN(C(=O)c2cc(-c3ccc(F)cc3)[nH]c2C)CC1	-0.1	24.6	-0.9	27.0	1.6	7.2	34.4	-7.2	16.1
Cc1nn(Cc2ccc(Cl)cc2)c(C)c1NC(=O)c1cc(-c2ccc3c(c2)OCO3)on1	-2.5	26.3	0.2	21.4	3.9	16.7	29.9	21.2	3.9
CCOCC(O)CSCc1ccc(Cl)cc1 (configuration not stated)	.	0.8	.	-0.3	0.4	7.6	8.7	27.3	-2.6
Cc1[nH]c2ccccc2c1C1=CN2CCS(=O)(=O)N=C2S1	-4.0	3.6	-0.7	-3.6	-13.8	3.4	17.8	13.7	-10.7
CCN1CCN(Cc2ccc(OCc3ccccc3)cc2)CC1	-1.1	1.7	0.2	15.2	6.2	0.1	-0.4	13.9	-7.1
CCN1CCCC1CNC(=O)c1cc2c(-c3ccc(Cl)cc3)nn(C)c2s1 (configuration not stated)	-3.6	6.5	1.5	7.6	-2.9	-10.2	0.0	-19.3	-6.6
Fc1cccc(Cl)c1Cn1nnc(-c2ccc3c(c2)OCO3)n1	1.2	5.8	-0.2	3.0	-0.2	4.6	7.2	-0.2	-2.7
COc1ccc(C2/C(=C(/O)c3ccccc3)C(=O)C(=O)N2CCN2CCOCC2)c(OC)c1 (configuration not stated)	-6.8	10.0	-1.1	5.8	-0.2	18.3	15.7	-0.1	-5.2
COc1cc(Cl)c(C)cc1NC(=O)CSc1nc2ccccc2o1	-3.5	8.7	-3.0	1.0	-18.1	-1.3	30.0	3.6	-0.7
CCn1c(CN2CCN(C(=O)c3ccco3)CC2)nc2c1c(=O)n(C)c(=O)n2C	-7.5	9.0	-3.7	4.5	7.9	12.5	-13.4	11.0	0.3

Looked up by structure from the entries so far (four):
SMILES	Hsp90 block	Cathepsin G inh	5HT1a ag	FXIa inh mix	FXIIa inh mix	C1s block	MKP-1 inh	CatL block	Cdc25B inh
O=C(NCc1ccccn1)c1ccc2nc(-c3ccco3)c(-c3ccco3)nc2c1	-3.6	1.5	-2.0	8.2	12.2	3.3	35.9	1.7	11.7
CC1(C)CC(NC(=O)C23CCC(C)(/C(=N/O)C2)C3(C)C)CC(C)(C)N1 (configuration not stated)	1.1	.	-3.8	.	.	.	-24.8	.	10.2
CCOC(=O)c1c(C)n(O)c2ccc(Cl)cc2c1=O	1.0	5.6	-0.4	8.3	16.7	11.8	-1.3	.	-0.6
CCn1ncc(NC(=O)Nc2cccc(C(F)(F)F)c2)c1C(N)=O	-1.1	-6.0	-0.5	2.2	-10.7	-20.7	-0.7	6.1	-7.8

Carrying on:
SMILES	Hsp90 block	Cathepsin G inh	5HT1a ag	FXIa inh mix	FXIIa inh mix	C1s block	MKP-1 inh	CatL block	Cdc25B inh
O=C(CSc1n[nH]c(-c2ccncc2)n1)c1ccccc1	-1.0	11.3	-2.4	1.1	28.4	3.6	24.0	4.3	-14.1
C=CCC(C#Cc1ccccc1)N(C)C (configuration not stated)	-0.1	1.1	-0.4	-8.1	0.8	-34.5	-24.5	9.3	-14.2
COc1ccc(NC(=O)CN(C)S(=O)(=O)c2cccc3cccnc23)cc1	-1.1	6.4	-1.5	2.4	-17.4	-15.7	6.2	.	-5.9
Cc1ccsc1C(=O)OCC(=O)c1cc2ccccc2o1	.	8.2	-1.3	7.8	4.9	10.2	1.8	15.7	-1.0
NC(=O)c1oc2ccccc2c1NC(=O)c1nc2ccccc2s1	-2.3	-1.0	-0.9	5.4	2.7	-6.0	3.7	0.5	4.8
Cc1ccc(OCCn2c(CCCO)nc3ccccc32)cc1	-1.9	-4.2	-3.9	4.0	-5.5	-16.3	18.6	.	-12.7
c1cncc(-c2nnc3n2N=C(c2cccs2)CS3)c1	-7.8	12.5	-0.6	5.4	10.0	20.4	-7.8	-4.7	-12.8
